HTT cytoprotect – Huntington cell model cytoprotection by ATP luminescence. 0.14% of 230,000 active. Potency, µM (titrated, usually from 56.4 µM), for the others: cytoprotection (ATP increase), most hits filed as activators. PC12 HTT-Q103 induced, cytoprotection, ATP luminescence, 40 h; active means well fitted activation curve with a large enough effect; inconclusive means small, poorly fitted or top-dose-only effect; inactive means no such curve, though single readings can be large or run the other way;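 further: % of control where 0% means no effect; nearly all actives have a fitted effect of over 45% in size; toxic huntingtin expression switched on by the ecdysone agonist tebufenozide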
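Readout: ATPlite luminescence (ATP level). Model: stable PC12, inducible Htt exon1 Q103-GFP. Inducer: tebufenozide, 100 nM final. Compounds: dose series. No G418 in medium.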
* = called active by the depositor; ? = inconclusive; [ ] = another dose, or the depositor's remark. Potency means the concentration at half of the fitted maximal effect. A portion of the library. The share of hits here may be higher or lower than overall.

SMILES	HTT cytoprotect
CN[C@@H](CC(C)C)C(=O)N[C@@H]1C(=O)N[C@H](CC(N)=O)C(=O)N[C@H]2C(=O)N[C@H]3C(=O)N[C@H](C(=O)N[C@H](C(=O)O)c4cc(O)cc(O)c4-c4cc3ccc4O)[C@H](O)c3ccc(c(Cl)c3)Oc3cc2cc(c3O[C@@H]2O[C@@H](CO)[C@@H](O)[C@@H](O)[C@H]2O[C@H]2C[C@](C)(N)[C@H](O)[C@H](C)O2)Oc2ccc(cc2Cl)[C@@H]1O	-12.2%[1.9 µM]
O=C1CCC(=O)N1CO	-36.1%
O=C1c2ccccc2C(=O)N1c1ccc(Cc2ccc(N3C(=O)c4ccccc4C3=O)cc2)cc1	16.1%[10 µM]
O=C(O)/C(=C\c1ccccc1)Cc1ccccc1	-18.4%[10 µM]
CN[C@]1(C)[C@@H]2CC[C@@H](C2)C1(C)C	-0.6%[1.9 µM]
CN(C)CCN1C(=O)CC[C@]2(C)C1=CC[C@@H]1[C@@H]2CC[C@]2(C)[C@H]1CC[C@]2(C)O	11.5%[10 µM]
Nc1nc2c(c(=O)[nH]1)CN(c1ccc(S(N)(=O)=O)cc1)CN2	1.1%[10 µM]
Cc1ccccc1N1CCN(S(=O)(=O)C[C@@]23CC[C@H](C[C@H]2NC(=O)[C@@H](N)CCS(C)(=O)=O)C3(C)C)CC1	11.8%[1.9 µM]
O=[N+]([O-])c1ccc2c(N=Nc3ccc4ccccc4c3O)c(O)cc(S(=O)(=O)O)c2c1	4.9%[10 µM]
Cc1ccc(CSC(N)=Nc2ccccc2)cc1C	-0.5%[10 µM]
Cc1oc(-c2cccc(Cl)c2)nc1CN1CCC(C(=O)N2CCN(c3ccccn3)CC2)CC1	-36.9%[inhibitor]
CCOC(=O)c1cc2c(=O)n3cccc(C)c3nc2n(CC2CCCO2)c1=NC(C)=O (stereo not drawn)	-35.2%[inhibitor][0.074 µM]
CCOC(=O)C(CS)NCCN[C@@H](CS)C(=O)OCC (stereo partly drawn)	2.0%
CC(C)C[C@H](NC(=O)[C@@H](Cc1c[nH]c2ccccc12)NC(=O)[C@@H](Cc1ccc(O)cc1)NC(=O)[C@@H](CO)NC(=O)[C@@H](Cc1c[nH]c2ccccc12)NC(=O)C(Cc1cnc[nH]1)NC(=O)C1CCC(=O)N1)C(=O)N[C@@H](CCCN=C(N)N)C(=O)N1CCC[C@@H]1C(=O)NCC(N)=O (stereo partly drawn)	-6.8%
Clc1ccc(Cl)c(SCCCN2CCNCC2)c1	5.3%[10 µM]
O=[N+]([O-])c1ccc(CSc2ncnc3c2ncn3[C@@H]2O[C@@H](CO)[C@@H](O)[C@H]2O)cc1	-12.4%[1.9 µM]
O=C(c1ccccc1)[C@H](Nc1ccc2ccccc2c1)c1ccccc1	-6.5%[10 µM]
Cc1nc(N2CCc3ccccc32)[nH]c(=O)c1CCC(C)C	16.0%[0.074 µM]
O=C(O)[C@H]([C@H]1NCCS1)N1Cc2ccccc2C1	3.4%[10 µM]
COC(=O)c1ccc(CCc2cc(O)ccc2O)cc1	-2.3%[10 µM]
NC(=O)N[C@H](CC(=O)O)C(=O)O	-7.3%[10 µM]
COCCCn1c(SCC(=O)N2CCc3ccccc32)nnc1-c1ccoc1C	-7.2%[10 µM]
Oc1ccc(Cc2cc(Cl)cc(Cl)c2O)cc1Cl	-1.5%[10 µM]
O=C(O)CC(O)CC(O)/C=C/c1c(C2CC2)nc2ccccc2c1-c1ccc(F)cc1 (stereo not drawn)	-254.4%[inhibitor]
O=C1C(=O)N(CCCn2ccnc2)C(c2cccnc2)/C1=C(/O)c1ccc(Br)cc1 (stereo not drawn)	5.7%
Later entries
SMILES	HTT cytoprotect
N[C@@H](CSC1(c2ccc(Cl)cc2)c2ccccc2-c2ccccc21)C(=O)O	7.6%[10 µM]
CCCCCCNC(=O)c1c(N)n(/N=C/c2ccco2)c2nc3ccccc3nc12	3.3%[0.074 µM]
O=C1Oc2ccccc2C(=O)C1C(CC(O)c1ccc(-c2ccc(Br)cc2)cc1)c1ccccc1 (stereo not drawn)	-15.5%
C[C@]12CC[C@H]3c4ccc(O)cc4CC[C@@H]3[C@H]1C/C(=N/O)[C@H]2O	-13.2%[10 µM]
CN(C)Cc1nsc(N(C)C)n1	-12.7%[10 µM]
CC(C)=CCC/C(C)=C/CC/C(C)=C/CC/C=C(\C)CC/C=C(\C)CCC=C(C)C	8.7%
CCOC(=O)C1CCCN(C(=O)C2CCN(Cc3nc(-c4ccc(Cl)cc4)oc3C)CC2)C1 (stereo not drawn)	18.8%[0.074 µM]
OC[C@@H]1O[C@](CO)(O[C@H]2O[C@H](CO)[C@@H](O)[C@H](O)[C@H]2O)[C@H](O)[C@H]1O	14.3%
c1cc(CNCCN2CCNCC2)ccn1	8.1%[10 µM]
O=S1(=O)N[C@H]2CC[C@@H]3NS(=O)(=O)N[C@H]4CC[C@H](N1)N4S(=O)(=O)N23	-7.3%[10 µM]
O=C(O)C1C(C(=O)O)C(C(=O)O)C1C(=O)O (stereo not drawn)	-9.5%[10 µM]
C/C(=N/Nc1nc(C)cc(=O)[nH]1)C(=O)O	-7.5%[10 µM]
CC(=O)Nc1c(C(=O)N2CCN(c3ncccn3)CC2)cnn1-c1ccccc1Cl	-16.4%[0.074 µM]
C(=N/Nc1ccccn1)/c1cccnc1	-0.5%[10 µM]
CSc1nc(N)c2ncn([C@@H]3O[C@@H](COP(=O)(O)OP(=O)(O)O)[C@@H](O)[C@H]3O)c2n1	-10.9%[1.9 µM]
Nc1ncnc2nc(-c3ccc(C[P+](c4ccccc4)(c4ccccc4)c4ccccc4)cc3)[nH]c12	-0.4%[10 µM]
Cc1cccc(N2CCN(C(=O)C3CCCN(S(=O)(=O)c4c(C)noc4C)C3)CC2)c1C (stereo not drawn)	12.1%
O=c1c[n+](CC[n+]2cc(=O)o[nH]2)[nH]o1	11.6%[10 µM]
COc1cc(-c2nnc3sc(-c4ccncc4)nn23)cc(OC)c1OC	-16.7%[0.074 µM]
COc1cc2nncc(SCc3ccc(Cl)c(Cl)c3)c2cc1OC	-6.2%[10 µM]
Cc1nc(NC2=NCN(CC3CCCO3)CN2)nc2ccccc12 (stereo not drawn)	-8.0%[10 µM]
Cc1ccccc1Cn1c(=O)c2c(nc3n2CCN3Cc2ccco2)n(C)c1=O	-9.1%[0.074 µM]
O=S(=O)(O)c1ccc(NN(c2c(O)ccc3ccccc23)S(=O)(=O)O)cc1	-4.6%[10 µM]
O=C(Cn1ccnc1[N+](=O)[O-])NCc1ccccc1	4.4%
Cc1ccc(S(=O)(=O)OC2CCN(C)CC2)cc1	9.9%[10 µM]

In another format: results already given
| canonical_smiles | HTT cytoprotect |
| --- | --- |
| CC(C)=CCC/C(C)=C/CC/C(C)=C/CC/C=C(\C)CC/C=C(\C)CCC=C(C)C | 8.7% |
| CCOC(=O)C1CCCN(C(=O)C2CCN(Cc3nc(-c4ccc(Cl)cc4)oc3C)CC2)C1 (stereo not drawn) | 18.8%[0.074 µM] |
| OC[C@@H]1O[C@](CO)(O[C@H]2O[C@H](CO)[C@@H](O)[C@H](O)[C@H]2O)[C@H](O)[C@H]1O | 14.3% |

Returning to the listing with the three entries that preceded the break.
SMILES	HTT cytoprotect
O=S(=O)(O)c1ccc(NN(c2c(O)ccc3ccccc23)S(=O)(=O)O)cc1	-4.6%[10 µM]
O=C(Cn1ccnc1[N+](=O)[O-])NCc1ccccc1	4.4%
Cc1ccc(S(=O)(=O)OC2CCN(C)CC2)cc1	9.9%[10 µM]
Cc1[nH]n(-c2ccc(S(=O)(=O)O)cc2)c(=O)c1N=Nc1ccccc1	-1.3%[10 µM]
NCC[C@H]1CCC[C@H](CCN)N1	2.2%[1.9 µM]
CC(C)=CCNc1ncnc2c1c(C#N)cn2[C@H]1O[C@@H](CO)[C@@H](O)[C@@H]1O	-39.0%[inhibitor][10 µM]
O=C(NCc1cccs1)O[C@H]1C[C@H]2CC[C@@H]1C2	-11.8%[10 µM]
CN(Cc1cc(C(C)(C)C)cc(Br)c1O)Cc1cc(C(C)(C)C)cc(Br)c1O	11.2%[10 µM]
Cc1cc(-c2ccc(N=Nc3c(S(=O)(=O)O)cc4cc(S(=O)(=O)O)cc(N)c4c3O)c(C)c2)ccc1N=Nc1c(S(=O)(=O)O)cc2cc(S(=O)(=O)O)cc(N)c2c1O	-22.5%
Clc1cc2c(c(CSC3=NCN(CC4CC4)CN3)c1)OCOC2	17.4%[10 µM]
O=C(O)[C@@H]1CCCN1Cc1cc2ccccc2c2ccccc12	-8.0%[10 µM]
Cc1[nH]c2ccccc2c1-c1cc(-c2cc(-c3c(C)[nH]c4ccccc34)on2)no1	3.1%[10 µM]
CC(C)CNc1nc2ncnc(N)c2[nH]1	7.5%[10 µM]
CCOC(=O)c1c(C)n(C)c2ccc(O)cc12	?
NS(=O)(=O)c1ccc(N=Nc2cc3ccccc3c(C(=O)O)c2O)cc1	28.3%[10 µM]
O=C(O)C/C(=C\c1ccccc1)C(=O)O	1.9%[10 µM]
CC1(C)CC(=O)C(C(c2cccc(O)c2O)C2C(=O)CC(C)(C)CC2=O)C(=O)C1	11.5%[10 µM]
NC(=O)NS(=O)(=O)c1ccc(N)cc1	9.1%
NC1=N[C@H](c2ccc(Cl)cc2)N(c2ccc(S(N)(=O)=O)cc2)C(N)=N1	11.3%[10 µM]
Cc1cccn2c(=O)c3cc(C#N)c(=NC(=O)c4ccc5c(c4)OCO5)n(CC(C)C)c3nc12	-44.8%[inhibitor][0.074 µM]
CC(=O)O[C@H]1CC[C@@]2(C)C(=CC[C@@H]3[C@H]4CC[C@@H]([C@H](C)C(=O)O)[C@]4(C)CC[C@H]32)C1	15.7%[10 µM]
F[Si-2](F)(F)(F)(F)F	19.7%
CN1C[C@@H](C(=O)N[C@]2(C)O[C@]3(O)[C@H]4CCCN4C(=O)[C@H](Cc4ccccc4)N3C2=O)C[C@H]2c3cccc4[nH]cc(c34)C[C@@H]21	-19.3%[1.9 µM]
COc1cccc(CSCC(=O)O)c1	-6.2%[10 µM]
Nc1nc(N)c(-c2cccc(C(F)(F)F)c2)c(Cc2cccc(C(F)(F)F)c2)n1	-38.9%[inhibitor][10 µM]
CC(C)C1=CC2=CC[C@@H]3[C@](C)(CCC[C@@]3(C)C(=O)O)[C@H]2CC1	24.7%
CCn1c(CCNC(=O)c2cccs2)nnc1SCC(=O)c1ccc(OC)cc1	-31.9%[inhibitor][0.074 µM]
Cc1ccc(N2CCN(CCC(=O)O)CC2)cc1	11.8%[10 µM]
(more compounds)
SMILES	HTT cytoprotect
C#CCN[C@@H]1CCc2ccccc21	18.4%
C=C1CCO[C@@]2([C@H](O)[C@@](C)(O)CO)NC(=O)[C@]1(O)NC2=O	9.2%[10 µM]
CN1CCCC[C@@H]1CCN1CCCCC1	5.8%[10 µM]
ClC(Cl)(Cl)C(N1CCN(c2ccccc2)CC1)N1CCN(c2ccccc2)CC1	-17.1%[10 µM]
CC1(NC[C@@H](O)COc2cccc3[nH]ccc23)CCC(C(C)(C)NC(=O)CBr)CC1 (stereo partly drawn)	35.5%[1.9 µM]
Cc1cc(N2CCN(c3nc(N4CCOCC4)nc4ccccc34)CC2)c2ccccc2n1	13.9%[0.074 µM]
CN(C)CCCNc1ncnc2nc[nH]c12	-0.2%[10 µM]
O=C(CC1Oc2ccccc2NC1=O)NCCCN1CCN(C2CCCCC2)CC1 (stereo not drawn)	10.7%
Cn1c(=O)c2c(nc(OC/C=C/c3ccccc3)n2C)n(C)c1=O	-4.2%[0.074 µM]
CCN(CC)C(=O)/C(C#N)=C/c1cc(O)c(O)c([N+](=O)[O-])c1	?
COc1ccc(-c2nc(CN3CCC(C(=O)NC(C)C)CC3)c(C)o2)cc1OC	-34.6%[0.074 µM]
C/C(CC/C(C)=N/O)=N/O	-1.6%[10 µM]
Clc1ccc([C@@H](c2ccccc2Cl)C(Cl)Cl)cc1	-9.3%[1.9 µM]
COc1ccc2cc1Oc1cc3c(cc1OC)CC[N+](C)(C)C3Cc1ccc(cc1)Oc1c(OC)c(OC)cc3c1C(C2)[N+](C)(C)CC3 (stereo not drawn)	-4.8%
O=C(O)c1cccc(NC(=O)c2ccccc2)c1	-29.7%
O=S(=O)(O)c1ccc(-c2nnc(-c3ccccn3)nc2-c2ccc(S(=O)(=O)O)o2)o1	8.0%[10 µM]
O=C1C(=O)N(CCCn2ccnc2)C(c2cccnc2)/C1=C(/O)c1ccccc1 (stereo not drawn)	-0.9%
NC[C@@H]1O[C@@H](O[C@H]2[C@@H](O)[C@H](O[C@@H]3[C@H](O)[C@H](N)C[C@H](N)[C@H]3O[C@@H]3O[C@@H](CO)[C@H](O)[C@H](O)[C@@H]3N)O[C@H]2CO)[C@H](N)[C@H](O)[C@@H]1O	8.8%[1.9 µM]
NC[C@H](O)C1CCCCCCC1	-27.0%[1.9 µM]
COc1ccc(N2CCN(CC(=O)Nc3cc4c(cc3C(C)=O)OCO4)CC2)cc1	-13.4%[0.074 µM]
CCCN[C@H]1CCc2nc(N)sc2C1	8.5%
NCCSCc1ccccc1Cl	-5.8%[10 µM]
COCCNC(=O)CN1C(=O)CSc2cc(S(=O)(=O)N3CCCCCC3)ccc21	7.8%
c1ccc(Cn2ncc3c2ncn2nc(-c4ccncc4)nc32)cc1	-13.5%[0.074 µM]
O=C(O)c1ccc2c(c1C(=O)O)C(=O)OC2(c1ccc(O)cc1)c1ccc(O)cc1	-5.6%[10 µM]
Cc1cccc(Cl)c1NC[C@H](O)CN1CCN(C)CC1	0.2%[10 µM]
CCON=C1C(C)(C)C(C)(C)C(C)(C)C1(C)C	8.9%[10 µM]
CC(=O)O[C@H]1C[C@@H]2CC[C@@H]3[C@H](CC[C@@]4(C)[C@H]3C[C@H]([N+]3(C)CCCCC3)[C@@H]4OC(C)=O)[C@@]2(C)C[C@@H]1N1CCCCC1	-7.2%
COC(=O)c1ccc(OC)c(CSc2nnc(-c3ccc(C)cc3)o2)c1	-3.1%[10 µM]
CCCCCCCCCCC(CO)CCCCCCCC (stereo not drawn)	2.9%

Screens from PubChem BioAssay.
